M. tuberculosis GlmU = inhibition of mycobacterial GlmU enzyme – biochemical, glucosamine-1-phosphate acetyltransferase (AID 1376) | M. tuberculosis GlmU acetyltransferase enzyme assay; higher % means a stronger effect | inhibition, %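 (tested at 30 µM in the primary screen)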, or IC50 in µM where a hit was titrated | 220,000 tested, 0.25% active; in the data active means inhibition above about 13%;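 further: 0% = complete reaction with vehicle and 100% = reaction without substrate; strong numbers were not always called active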
RmlCD inh 1536 = M. tuberculosis RmlC/RmlD inhibition; 160,000 tested, 0.03% active; AID 1533; RmlC+RmlD coupled enzyme assay, percent inhibition; primary screen in compound mixtures; inhibition, % at 3.6 µM; P9WH09+P9WH11; in the data active means inhibition mostly above about 34%, no sharp cut-off; further: some results filed as inactive read as strong as hits
Target sequence (P9WH09 whole entry, looked up): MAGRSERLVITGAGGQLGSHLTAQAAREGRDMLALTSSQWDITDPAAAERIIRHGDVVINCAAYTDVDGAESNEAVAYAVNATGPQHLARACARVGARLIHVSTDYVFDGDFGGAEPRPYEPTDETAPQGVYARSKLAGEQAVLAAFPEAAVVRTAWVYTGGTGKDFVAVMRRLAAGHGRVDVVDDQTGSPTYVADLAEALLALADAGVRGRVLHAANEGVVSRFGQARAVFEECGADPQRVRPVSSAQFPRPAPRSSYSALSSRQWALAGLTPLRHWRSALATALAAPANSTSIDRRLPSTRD
Target sequence (P9WH11 whole entry, looked up): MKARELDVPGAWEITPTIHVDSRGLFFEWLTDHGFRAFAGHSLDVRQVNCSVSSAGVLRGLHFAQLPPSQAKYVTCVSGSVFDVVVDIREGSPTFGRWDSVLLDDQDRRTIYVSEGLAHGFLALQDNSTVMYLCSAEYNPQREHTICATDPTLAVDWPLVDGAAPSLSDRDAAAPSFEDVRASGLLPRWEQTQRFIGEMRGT
Numbers without * were called inactive; & = joins results of further samples. Some of the compounds tested. The share of hits here may be higher or lower than overall.

Sample of the layout (six entries):
How did COc1ccc(CN2C(=O)c3ccccc3C2C(=O)NCc2cccnc2)c(OC)c1 (centres undefined) do in these assays?
M. tuberculosis GlmU: 2.8%; RmlCD inh 1536: -6.7

What do the screens show for `CCN(CC)c1ccc(C(=O)n2cnc3ccccc32)cc1`?
M. tuberculosis GlmU: 7.6%; RmlCD inh 1536: 8.9

What do the screens show for `C[C@]12CC[C@@H](O)C[C@@H]1CC[C@@H]1[C@@H]2CC[C@]2(C)[C@@H](O)CC[C@@H]12`?
M. tuberculosis GlmU: 9.9%

How did COc1cc(C)ccc1OCCCCN1CC(C)OC(C)C1 (centres undefined) do in these assays?
M. tuberculosis GlmU: 0.5%

How did NC(=O)CC(NC(=O)c1ccccc1)c1ccc(N2CCC(Br)CC2)c([N+](=O)[O-])c1 (centres undefined) do in these assays?
M. tuberculosis GlmU: -1.9%

How did O=C(O)/C=C/c1cccc(NS(=O)(=O)c2ccccc2)c1 do in these assays?
M. tuberculosis GlmU: -0.7%; RmlCD inh 1536: 3.7

Results (from the top)
How did COc1ccc(CN2C(=O)c3ccccc3C2C(=O)NCc2cccnc2)c(OC)c1 (centres undefined) do in these assays?
M. tuberculosis GlmU: 2.8%; RmlCD inh 1536: -6.7

What do the screens show for `CCN(CC)c1ccc(C(=O)n2cnc3ccccc32)cc1`?
M. tuberculosis GlmU: 7.6%; RmlCD inh 1536: 8.9

What do the screens show for `C[C@]12CC[C@@H](O)C[C@@H]1CC[C@@H]1[C@@H]2CC[C@]2(C)[C@@H](O)CC[C@@H]12`?
M. tuberculosis GlmU: 9.9%

How did COc1cc(C)ccc1OCCCCN1CC(C)OC(C)C1 (centres undefined) do in these assays?
M. tuberculosis GlmU: 0.5%

How did NC(=O)CC(NC(=O)c1ccccc1)c1ccc(N2CCC(Br)CC2)c([N+](=O)[O-])c1 (centres undefined) do in these assays?
M. tuberculosis GlmU: -1.9%

How did O=C(O)/C=C/c1cccc(NS(=O)(=O)c2ccccc2)c1 do in these assays?
M. tuberculosis GlmU: -0.7%; RmlCD inh 1536: 3.7

Results for CCCCCCn1cc(C(=O)OCC)c(=O)c2cc(F)c(F)cc21 ?
M. tuberculosis GlmU: -1.7%; RmlCD inh 1536: 5.5

How did N#C/C(=C\c1ccc(C(=O)O)cc1)c1nc2sc3c(c2c(=O)[nH]1)CCCC3 do in these assays?
M. tuberculosis GlmU: 14.3%*; RmlCD inh 1536: 3.6

What do the screens show for `Cc1cccc(CN2C(=O)c3ccccc3Sc3ccc(C(=O)O)cc32)c1`?
M. tuberculosis GlmU: 14.3%*; RmlCD inh 1536: -0.5

What do the screens show for `CCCOC(=O)c1cccc(NC(=O)C(C)(C)C)c1`?
M. tuberculosis GlmU: -1.4%; RmlCD inh 1536: -1.7

What do the screens show for `CN1CCN(c2ccc(Cl)cc2NC(=O)c2nn(-c3ccccc3)c(=O)c3ccccc23)CC1`?
M. tuberculosis GlmU: 2.3%; RmlCD inh 1536: 5.1

What do the screens show for `COCCn1c(NC(=S)NC(=O)C23CC4CC(CC(C4)C2)C3)cc(=O)[nH]c1=O`?
M. tuberculosis GlmU: -2.5%; RmlCD inh 1536: -3.6

What do the screens show for `Cn1c(=O)[nH]c(=O)c2c1nc(CN1CCN(c3ccccc3F)CC1)n2CCc1ccccc1`?
M. tuberculosis GlmU: -3.7%&-1.2%

Results for O=C(CN1C2=NCCCN2c2ccccc21)c1ccc(Br)s1 ?
M. tuberculosis GlmU: -3.8%

How did CCN(C(=O)CCN1C(=O)c2ccccc2C1=O)C1CCCCC1 do in these assays?
M. tuberculosis GlmU: 0.5%

How did Cc1ccc(NC(=O)CN2C(=O)CN=C(c3ccccc3)c3cc(Cl)ccc32)cc1 do in these assays?
M. tuberculosis GlmU: 3.5%

Results for O=C(CSc1nc2ccccc2s1)c1cc2ccccc2o1 ?
M. tuberculosis GlmU: 2.7%; RmlCD inh 1536: -5.5

What do the screens show for `CCOC(=O)N1N=C(c2ccccc2)CC1(O)C(C)(F)F` (centres undefined)?
M. tuberculosis GlmU: -1.3%; RmlCD inh 1536: 6.7

How did O=C1c2ccccc2C(Nc2ccc(Cl)cn2)N1Cc1ccccc1 (centres undefined) do in these assays?
M. tuberculosis GlmU: 1.9%

Results for CCCCNC(=O)CSc1nc2ccc(C)cc2[nH]1 ?
M. tuberculosis GlmU: 1.1%; RmlCD inh 1536: 59.1

How did Nc1sc(-c2ccccc2)cc1C(=O)O do in these assays?
RmlCD inh 1536: -9.0

How did Cn1cccc1Cc1nnc(SCC(=O)Nc2ccccc2F)n1CCc1ccccc1 do in these assays?
M. tuberculosis GlmU: -1.0%

Results for Cc1nc(N2CCOCC2)c2c(C)c(C(=O)Nc3ccc(F)cc3F)sc2n1 ?
M. tuberculosis GlmU: -3.2%; RmlCD inh 1536: -9.5

What do the screens show for `CC(C)(C(=O)c1ccccc1)/[N+]([O-])=C/c1ccccc1`?
M. tuberculosis GlmU: 0.1%

How did CCC(O)(CCN1CCCCC1)c1ccccc1 (centres undefined) do in these assays?
M. tuberculosis GlmU: 2.1%; RmlCD inh 1536: -11.4

What do the screens show for `COC(=O)c1ccc(C(c2c(N)n(Cc3ccccc3)c(=O)n(C)c2=O)N2CCOCC2)cc1` (centres undefined)?
M. tuberculosis GlmU: -2.5%

Results for CN1CCN(CCCNC(=O)c2ccc(Cn3c(=S)[nH]c4ccc(Br)cc4c3=O)cc2)CC1 ?
M. tuberculosis GlmU: -6.3%; RmlCD inh 1536: -24.7

Results for CCC(Sc1ccc(Cl)cc1)C(=O)Nc1nnc(-c2cccc([N+](=O)[O-])c2)s1 (centres undefined) ?
M. tuberculosis GlmU: -0.8%

How did COc1cc(NC(=O)c2ccc(COCC(F)(F)F)cc2)cc(OC)c1OC do in these assays?
M. tuberculosis GlmU: 2.4%; RmlCD inh 1536: 7.4

What do the screens show for `CC(C)(C)NC(=O)COC(=O)Cc1ccc(Cl)cc1`?
M. tuberculosis GlmU: 5.2%; RmlCD inh 1536: 0.8

How did Cc1cccc(-c2n[nH]c(S(C)(=O)=O)c2C#N)c1 do in these assays?
M. tuberculosis GlmU: 2.8%; RmlCD inh 1536: -9.1

How did C=CC1=C(C(=O)O)N2C(=O)C(NC(=O)Cc3ccccc3)C2SC1 (centres undefined) do in these assays?
M. tuberculosis GlmU: 7.5%

What do the screens show for `COc1ccc(C2=CC(=O)CC(c3ccc(F)cc3)C2)cc1` (centres undefined)?
M. tuberculosis GlmU: -5.8%

What do the screens show for `O=C(CN1CCCCC1)NCCNC(=O)CN1CCCCC1`?
M. tuberculosis GlmU: 2.5%; RmlCD inh 1536: -2.3

What do the screens show for `Cc1ccc(C)c(NC(=S)NNC(=S)Nc2ccc(C(C)C)cc2)c1`?
M. tuberculosis GlmU: -2.5%

What do the screens show for `O=C(O)CCCNC(=O)/C(=C\c1ccccc1F)NC(=O)c1ccccc1`?
M. tuberculosis GlmU: 0.4%; RmlCD inh 1536: -10.0

How did Cc1ccnc(Sc2ccc([N+](=O)[O-])cc2[N+](=O)[O-])n1 do in these assays?
M. tuberculosis GlmU: 1.8%; RmlCD inh 1536: 8.7

What do the screens show for `CCNC(=O)C1CC(=O)N(CC)C(=Nc2cc(Cl)c(O)c(Cl)c2)S1` (centres undefined)?
M. tuberculosis GlmU: 3.8%; RmlCD inh 1536: 1.2

How did O=C(O)c1cc2c(N3CCC(Cc4ccccc4)CC3)ncnc2s1 do in these assays?
M. tuberculosis GlmU: 2.2%; RmlCD inh 1536: -6.0

How did CCN(CC(=O)Nc1ccc(S(=O)(=O)N2CCCC2)cc1)CC(=O)Nc1cccc(OC)c1 do in these assays?
M. tuberculosis GlmU: 5.3%; RmlCD inh 1536: 2.2

What do the screens show for `CC(C)C[C@H](NC(=O)c1nc[nH]c1C(=O)N1CCN(c2ccccc2)CC1)C(=O)OCc1ccccc1`?
M. tuberculosis GlmU: -1.9%

Results for O=C(O)c1coc2ccccc12 ?
M. tuberculosis GlmU: -3.0%; RmlCD inh 1536: -2.7

Results for CCOC(=O)c1cc(-c2ccc(C)cc2)n(CCC(=O)N2CCN(c3ccccn3)CC2)c1C ?
M. tuberculosis GlmU: -0.4%; RmlCD inh 1536: -5.9

Results for CCCCN(Cc1ccccc1)C(=O)c1cnc2n(c1=O)CCS2 ?
M. tuberculosis GlmU: 0.9%; RmlCD inh 1536: 4.1

Results for O=C(c1sc2ccccc2c1Cl)N1CCC2(CC1)OCCO2 ?
M. tuberculosis GlmU: 1.6%

How did O=C(c1ccccc1)c1c[nH]c(C(=O)NCc2cccnc2)c1 do in these assays?
M. tuberculosis GlmU: 5.9%; RmlCD inh 1536: 11.1

How did CC(C)CCn1c(N)c(S(=O)(=O)c2cccs2)c2nc3ccccc3nc21 do in these assays?
M. tuberculosis GlmU: 4.2%; RmlCD inh 1536: -4.7

How did COc1ccc(CNC(=O)CN(C)S(=O)(=O)c2ccccc2)cc1 do in these assays?
M. tuberculosis GlmU: 1.6%; RmlCD inh 1536: 6.9

Results for CCOC(=O)C1=C(c2ccccc2)NC(SCC(=O)NC2CCCCC2)=C(C#N)C1c1ccco1 (centres undefined) ?
M. tuberculosis GlmU: 2.4%; RmlCD inh 1536: 4.7

How did CCCCc1nc2ccccc2c(=O)n1-c1ccccc1O do in these assays?
M. tuberculosis GlmU: 0.4%

What do the screens show for `CCOc1ccc(-c2nn(-c3ccccc3)cc2/C=C(\C#N)S(=O)(=O)c2ccccc2)cc1C`?
M. tuberculosis GlmU: -2.0%; RmlCD inh 1536: -2.4

How did COC(=O)C1=CN(c2ccc(OC)cc2)C=C(C(=O)OC)C1c1ccc(C)c([N+](=O)[O-])c1 do in these assays?
M. tuberculosis GlmU: 0.6%

Results for CC(=O)N1CCN(C(=O)COc2ccc(Br)cc2)CC1 ?
M. tuberculosis GlmU: 0.7%; RmlCD inh 1536: -38.3

Results for N/C(Cc1ccc([N+](=O)[O-])cc1)=N\OC(=O)Cc1ccc(Cl)cc1 ?
M. tuberculosis GlmU: 6.8%; RmlCD inh 1536: 8.8

How did CCC(C)NCCCOc1c(C)cc(C)cc1Br (centres undefined) do in these assays?
M. tuberculosis GlmU: -8.7%; RmlCD inh 1536: 8.8

What do the screens show for `CCOc1ccc(C(=O)Nc2ccccc2OC(F)F)cc1`?
M. tuberculosis GlmU: -1.5%; RmlCD inh 1536: 7.2

How did COc1ccc(S(=O)(=O)N2CCSC2)cc1C do in these assays?
M. tuberculosis GlmU: 4.9%; RmlCD inh 1536: -7.2

Results for O=C(CSc1nc2ccccc2[nH]1)NCCN1CCCCC1 ?
M. tuberculosis GlmU: 4.3%; RmlCD inh 1536: 7.8

How did CCOC(=O)c1ccc(NC(=O)CC2SC3=NCCN3C2=O)cc1 (centres undefined) do in these assays?
M. tuberculosis GlmU: 2.7%; RmlCD inh 1536: -8.2

How did CCCN(S(=O)(=O)c1ccc(OCC)cc1)S(=O)(=O)c1cccs1 do in these assays?
M. tuberculosis GlmU: -6.3%; RmlCD inh 1536: 13.3

Results for Nc1cc(=O)[nH]c(SCCNS(=O)(=O)c2ccccc2)n1 ?
M. tuberculosis GlmU: 1.8%

What do the screens show for `Cc1ccccc1CS(=O)(=O)CCC(=O)N1CCN(c2ccc(N3CCOCC3)nn2)CC1`?
M. tuberculosis GlmU: 9.9%; RmlCD inh 1536: -2.9

What do the screens show for `Cc1cc(NC(=O)c2cc([N+](=O)[O-])cc([N+](=O)[O-])c2C)no1`?
M. tuberculosis GlmU: 2.4%; RmlCD inh 1536: -11.1

What do the screens show for `O=C(c1ccco1)N1N=C2CCCCCC2C1(O)C(F)(F)F` (centres undefined)?
M. tuberculosis GlmU: 6.5%; RmlCD inh 1536: 6.7

Results for Cc1cccc(NC(=S)NNC(=S)NC2CCCCC2)c1C ?
M. tuberculosis GlmU: 1.3%; RmlCD inh 1536: 9.9

How did COc1ccc(-n2ncc3c(NCc4cccs4)ncnc32)cc1 do in these assays?
M. tuberculosis GlmU: 3.0%; RmlCD inh 1536: -2.4

Results for O=C1CCCC2=C1C(c1ccc(O)c(O)c1)c1c(ccc3ncccc13)N2 (centres undefined) ?
M. tuberculosis GlmU: -1.4%; RmlCD inh 1536: 6.9

What do the screens show for `N#CCC(CNc1ncc(C(F)(F)F)cc1Cl)OC(=O)c1c(F)cccc1F` (centres undefined)?
M. tuberculosis GlmU: 5.6%

How did Clc1ccccc1Sc1cnc2ccccc2n1 do in these assays?
M. tuberculosis GlmU: -1.1%

How did O=C(CCc1nnc(CCCc2ccccc2)o1)N1CCCCCC1 do in these assays?
M. tuberculosis GlmU: 2.1%; RmlCD inh 1536: 1.3

What do the screens show for `O=C(CC1Nc2c3ccccc3nc(=S)n2C1=O)NC1CCCCC1` (centres undefined)?
M. tuberculosis GlmU: 2.1%; RmlCD inh 1536: 7.1

What do the screens show for `O=C(NCc1ccccc1)c1nc(-c2cccs2)no1`?
M. tuberculosis GlmU: -3.5%; RmlCD inh 1536: 32.9

What do the screens show for `O=C(CSC1=Nc2ccccc2C2=NC(CC(=O)N3CCN(c4ccccc4)CC3)C(=O)N12)NCC1CCCO1` (centres undefined)?
M. tuberculosis GlmU: -6.6%; RmlCD inh 1536: 9.6

How did O=C(COc1ccc(/C=N/NS(=O)(=O)c2ccccc2)cc1)NCc1ccccc1 do in these assays?
M. tuberculosis GlmU: -0.6%

How did CC1=C(C(=O)NC(C)c2ccccc2)C2(CCC(C)CC2)OC1=O (centres undefined) do in these assays?
M. tuberculosis GlmU: -1.9%; RmlCD inh 1536: -9.7

Results for CCCCNC(=O)Oc1cc(CCl)on1 ?
M. tuberculosis GlmU: -3.5%; RmlCD inh 1536: -8.9

How did O=C(O)c1ccc(Sc2ccccn2)c([N+](=O)[O-])c1 do in these assays?
M. tuberculosis GlmU: -2.5%; RmlCD inh 1536: -2.3

How did O=C(NCc1cccs1)C1CCCN1C(=O)Nc1ccc(Cl)cc1 (centres undefined) do in these assays?
M. tuberculosis GlmU: 6.3%; RmlCD inh 1536: -7.2

How did Nc1nc(Nc2cccc3ccccc23)nc(C2CCCC2=O)n1 (centres undefined) do in these assays?
RmlCD inh 1536: 13.8

Bioassay records as filed in PubChem.
